STK33 inh = inhibitors of purified STK33 kinase, primary screen, biochemical, ADP-Glo luminescence, homogeneous, cell-free; Serine/threonine-protein kinase 33 (Homo sapiens), Q9BYT3; MBP phosphorylation; inhibition, % at 10 µM; actives 0.073% (n = 320,000);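 active = inhibition at or above 25%, using the most active replicate where run in duplicate; inactive = inhibition below 25%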
Target sequence (Q9BYT3 whole entry, looked up): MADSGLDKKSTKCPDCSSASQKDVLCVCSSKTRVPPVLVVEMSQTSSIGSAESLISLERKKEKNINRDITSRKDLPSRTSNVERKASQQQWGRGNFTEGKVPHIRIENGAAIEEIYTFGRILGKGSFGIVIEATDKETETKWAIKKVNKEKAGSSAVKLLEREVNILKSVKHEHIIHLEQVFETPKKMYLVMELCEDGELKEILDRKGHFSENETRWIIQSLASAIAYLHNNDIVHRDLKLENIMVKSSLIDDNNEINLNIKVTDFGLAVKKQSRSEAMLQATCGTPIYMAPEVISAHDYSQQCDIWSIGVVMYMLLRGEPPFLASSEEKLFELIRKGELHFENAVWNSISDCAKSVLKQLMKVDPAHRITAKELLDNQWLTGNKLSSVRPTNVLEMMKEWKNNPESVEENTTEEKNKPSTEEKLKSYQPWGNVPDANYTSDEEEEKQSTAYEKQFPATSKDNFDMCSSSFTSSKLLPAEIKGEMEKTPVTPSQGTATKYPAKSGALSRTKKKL
OX1R antag-1 = OX1R (HCRTR1) antagonists, primary screen, fluorescence, CHO/OX1R cells, Fluo-8 calcium, orexin A | actives 0.43% (n = 330,000) | AID 434989, 2010 | Fluo-8 calcium fluorescence | inhibition, % at 5 µM;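 active = inhibition above its plate's threshold, mean inhibition of all tested compounds on the plate plus 3 SD, cut at about 37% in these data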;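 note: 0% = orexin A challenge wells and 100% = SB-334867-A antagonist wells; not every result past the cut was called active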
Target sequence (O43613 whole entry, looked up): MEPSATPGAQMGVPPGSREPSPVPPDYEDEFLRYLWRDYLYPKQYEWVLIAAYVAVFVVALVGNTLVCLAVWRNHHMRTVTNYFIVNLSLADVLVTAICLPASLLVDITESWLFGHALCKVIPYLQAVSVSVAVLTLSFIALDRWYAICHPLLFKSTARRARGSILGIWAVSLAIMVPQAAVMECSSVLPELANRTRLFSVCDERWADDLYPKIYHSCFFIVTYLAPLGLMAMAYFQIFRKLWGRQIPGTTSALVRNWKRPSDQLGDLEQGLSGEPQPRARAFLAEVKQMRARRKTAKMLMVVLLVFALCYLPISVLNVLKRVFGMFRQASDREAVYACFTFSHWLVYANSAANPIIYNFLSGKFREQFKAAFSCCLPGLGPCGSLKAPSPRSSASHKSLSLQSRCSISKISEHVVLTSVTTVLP
OX1R antag-2 = antagonists of human orexin 1 receptor (OX1R) | OX1R-expressing cells, FRET antagonist read-out | inhibition, % at 6.6 µM | actives 1.8% (n = 330,000) | AID 485270, 2010; in the data active = inhibition mostly above about 38%, no sharp cut-off; inactive = mostly below about 40%;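 note: 0% = agonist challenge alone and 100% = reference antagonist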
The depositor's hits bear a star; . = no result given. An unsorted share of the library; about 2.2% have a hit in one of these screens.

STK33 inh	OX1R antag-1	OX1R antag-2	structure
-1.0	-19	7	CCC(C)NC(=O)C1CCC(=O)N(c2cc(OC)c(OC)c(OC)c2)C1c1ccc(OC)cc1 (stereo not given)
-1.2	2	0	CC(C)Nc1ccc(Cl)cc1[N+](=O)[O-]
.	-20	26	COc1ccccc1CC(=O)N(CCC1=CCCCC1)c1c(N)n(Cc2ccccc2)c(=O)[nH]c1=O
-0.8	-32	-8	CCOc1ccc(S(=O)(=O)N2CCCCC2)cc1NC(=O)Cc1ccsc1
0.8	-4	13	Cc1cccc(Nc2cc(=O)n(C)c(=O)[nH]2)c1
10	12	20	O=C(O)c1cccc(NC(=O)c2cn(-c3ccccc3)nc2-c2ccc(F)cc2)c1
-1.3	0	10	Cc1ccc(Nc2nc3c([nH]2)c(=O)n(C)c(=O)n3C)cc1
-1.4	-5	22	N#Cc1ccc(COn2nnc3ccccc32)cc1

(list continues)
STK33 inh	OX1R antag-1	OX1R antag-2	structure
-1.3	-1	33	CCn1cc(C2N3CC4(C)CN2CC(C)(C3)C4=O)c2ccccc21 (stereo not given)
-1.2	-2	2	COc1ccc(/C=C/C(=O)NC(CCSC)C(=O)O)cc1 (stereo not given)
-0.9	-13	1	O=C(c1ccc(S(=O)(=O)Nc2ccccc2Cl)cc1)N1CCCC1
-1.6	-11	12	Cn1c(=O)c2c(nc(CN3CCN(C(=O)c4ccco4)CC3)n2CC(=O)C(C)(C)C)n(C)c1=O
0.2	-16	22	CC(NC(=O)c1ccco1)C1COc2ccccc2O1 (stereo not given)
0.6	-14	3	CC1CCCC(C)N1C(=O)COC(=O)c1n[nH]c(=O)c2ccccc12 (stereo not given)
1.2	-11	4	CCCc1nnc(NC(=O)CCC(=O)NC2CCCC2)s1
-0.9	-27	47	Cc1c(CCOC(=O)c2ccc([N+](=O)[O-])cc2)sc[n+]1CC(=O)c1ccccc1

(list continues)
STK33 inh	OX1R antag-1	OX1R antag-2	structure
0.0	10	3	NC(=O)c1ccc(NC(=O)c2ccc(COc3ccc(F)cc3)o2)cc1
0.2	-22	9	COc1ccccc1NC(=S)N(Cc1ccc(C)cc1)Cc1ccccn1
0.0	-10	1	O=C(CCC(=O)Nc1ccc(Br)cc1)N/N=C/c1ccc(O)cc1
4.8	-22	12	CCC(C)/C(C)=N/NC(=O)c1ccc(COc2ccc(Cl)c(C)c2)cc1 (stereo not given)
-2.7	-4	0	Cc1ccccc1C(=O)NC(=S)NC1CCS(=O)(=O)C1 (stereo not given)
-1.0	-8	5	COCCNc1ncnc2c1cnn2Cc1ccccc1Cl
-0.3	-33	52	Cc1ccc(NC(=O)CCS(=O)(=O)c2cccc3nonc23)c(Br)c1
-0.9	-14	6	O=C(c1cc2c(s1)CCCC2)N1CCN(S(=O)(=O)c2ccccc2)CC1

Continued.
STK33 inh	OX1R antag-1	OX1R antag-2	structure
-1.3	-10	11	Cn1nc(-c2ccccc2)c(C(=O)Nc2ccc(Cl)cc2)c1Cl
0.2	6	19	COc1ccc(-c2cc(C(=O)Nc3cc(S(=O)(=O)N4CCOCC4)ccc3N3CCOCC3)c3ccccc3n2)cc1
-0.5	3	14	Cc1cc(NC(=O)c2ccc(F)cc2)no1
0.1	-16	13	Cc1ccc(S(=O)(=O)NCC(=O)OCC(=O)N(CCC#N)c2ccccc2)cc1
-5.1	-15	2	O=C(CSc1nnc2c(n1)[nH]c1ccc(S(=O)(=O)N3CCOCC3)cc12)Nc1ccc(F)c(F)c1
-1.2	-24	17	CC(=O)Nc1cccc(OCC(=O)Nc2ccc(F)cc2)c1
-0.5	6	13	COCCn1c(SCC(=O)Nc2ccc(S(N)(=O)=O)cc2)nc2ccccc21
0.3	-15	-6	COP(=O)(OC)c1nc(-c2ccc(C)cc2)oc1N1CCCCC1

Other results follow.
STK33 inh	OX1R antag-1	OX1R antag-2	structure
-0.9	-14	6	COc1ccc(NC(=O)CCNC(C)=O)cc1NS(=O)(=O)c1ccc(F)cc1
-1.1	13	15	CSCSC1=C(C#N)C(c2ccccc2Cl)C(C(C)=O)=C(C)N1 (stereo not given)
2.2	-13	1	NC(=O)C1CCN(CC(=O)Nc2ccccc2N2CCOCC2)CC1
-0.6	-34	17	CC(C)C[C@@H](C(=O)NCC1CCCO1)N1C(=O)N2CCc3c([nH]c4ccccc34)[C@@]2(C)C1=O (stereo not given in full)
-1.4	-14	8	Cc1cc(Br)ccc1NC(=O)C1CSC2(C)CCC(=O)N12 (stereo not given)
-2.0	-17	23	CC#CC(=O)N1CCC(n2nccc2NC(=O)c2ccc3c(c2)OCO3)CC1
-0.9	2	11	O=C(Cn1c(-c2cncs2)nc2ccccc21)NC1CCCC1
-0.4	-13	9	COc1ccc(C(C(=O)NC2CCCC2)N(CCO)C(=O)Cn2nnc(-c3ccc(C)o3)n2)cc1 (stereo not given)

Carrying on.
STK33 inh	OX1R antag-1	OX1R antag-2	structure
-2.4	-9	11	CC1(C)NC(=O)N(CC(=O)Nc2ccc(-n3cnnn3)cc2)C1=O
-1.0	-13	23	COc1ccc(/C=N\NC(=O)c2ccccc2OC)cc1COc1ccccc1C
-1.5	-4	32	CC(=O)Nc1ccc(S(=O)(=O)N2CCN(C(=O)c3ncoc3-c3cccc(C)c3)CC2)cc1
0.2	-8	2	Cc1c(Cl)cccc1NC(=O)CCCN1C(=O)CCC1=O
-1.7	-8	7	CC(=O)N1CCN(CCS(=O)(=O)c2ccc(Br)cc2)CC1
0.0	1	19	CCOC(=O)C1CCN(S(=O)(=O)c2c[nH]c(=O)[nH]c2=O)CC1
0.0	-11	4	Cc1cc(C)c(-c2cc(C(=O)Nc3c(C)n(C)n(-c4ccccc4)c3=O)[nH]n2)c(O)c1
-0.6	-23	8	CC(C)[C@H](NC(=O)c1ccco1)C(=O)N(C)Cc1c(F)cccc1Cl

New compounds follow:
STK33 inh	OX1R antag-1	OX1R antag-2	structure
-0.5	-17	3	C#CC(=O)N(c1ccc(OC)c(OC)c1)C(C(=O)NC1CCCC1)c1cccs1 (stereo not given)
-0.8	-24	1	Cc1ccc2c(Cl)c(C(=O)NCC(c3ccco3)N3CCCC3)sc2c1 (stereo not given)
-1.5	-5	0	COc1cc(OC)cc(-c2c(-c3ccc(F)cc3)c3cc(-c4cccc5[nH]ccc45)ccc3n2C)c1
-2.7	-14	9	CCn1ncc(/C=C/C(=O)NCc2cnn(C)c2C)c1C
-0.8	1	13	O=C(O)c1cccc(S(=O)(=O)Nc2cccc3ccccc23)c1
-0.5	-16	23	CCC(C)NC(=O)CNC(=S)N(CCCN1CCOCC1)Cc1cccs1 (stereo not given)
-0.4	7	17	CNC(=O)c1ccc(OC2CSC2)cc1
-1.2	6	15	COc1cccc(C2C(C(C)=O)=C(O)C(=O)N2CCc2c[nH]c3ccccc23)c1 (stereo not given)

3 entries from above, ordered by their value in STK33 inh, highest first:
SMILES	STK33 inh
CCC(C)NC(=O)CNC(=S)N(CCCN1CCOCC1)Cc1cccs1 (stereo not given)	-0.5
COc1cccc(C2C(C(C)=O)=C(O)C(=O)N2CCc2c[nH]c3ccccc23)c1 (stereo not given)	-1.2
COc1cc(OC)cc(-c2c(-c3ccc(F)cc3)c3cc(-c4cccc5[nH]ccc45)ccc3n2C)c1	-1.5

Continued.
STK33 inh	OX1R antag-1	OX1R antag-2	structure
.	-5	8	CC(=O)c1ccc(N2CCN(C(=O)Cn3cnc(S(=O)(=O)N4CCCCC4)c3)CC2)cc1
-1.6	-29	10	O=C(CNCc1cccs1)Nc1cc(S(=O)(=O)N2CCCC2)ccc1Cl
0.3	-5	4	C[C@H](OC(=O)n1ccnc1)[C@@H]1O[C@@]2(C)CCC[C@@H]1O2
-1.0	-8	3	CCCOc1ccc(-c2nnn(CC(=O)N3CCC(C)CC3)n2)cc1
-0.8	-13	7	CCOC(=O)c1c(-c2ccco2)csc1NC(=O)CSc1nnc(N)s1
-1.1	-6	18	COc1ccc(NC(=O)CCN2CCCC(C)C2)cc1 (stereo not given)
1.1	-25	-9	CCOc1ccc(CN2CCN(Cc3cc4ccccc4o3)CC2CCO)cc1 (stereo not given)
-1.6	-33	17	CC(=O)Nc1sc(C)c(C)c1C(=O)OCC(=O)N(CC(C)C)c1c(N)n(Cc2ccccc2)c(=O)[nH]c1=O

Next results.
STK33 inh	OX1R antag-1	OX1R antag-2	structure
-2.0	-28	13	O=C(Nc1c(-c2ccccc2)nc2ccccn12)c1ccccc1
-0.7	-32	14	CC(C)[C@H](NS(=O)(=O)c1ccccc1)C(=O)OCC(=O)NC(=O)c1cccn1C
-1.7	-16	7	COc1ccc2[nH]cc(C(=O)CN3CCCC(C)C3)c2c1 (stereo not given)
0.8	-6	8	CCN(CC(=O)NCc1cccs1)C(=O)c1ccccc1F
-1.4	3	13	O=C(OC(C(=O)c1c[nH]c2ccccc12)c1ccccc1)c1cnccn1 (stereo not given)
-1.0	-11	29	CCC1CCCCN1C(=S)NC(=O)c1ccc([N+](=O)[O-])cc1 (stereo not given)
-1.3	106*	5	Cc1coc2cc3oc(=O)ccc3cc12
0.4	-21	9	O=C(NC(=S)NCc1ccccc1)c1cccnc1

Quoted at random: 6 compounds from above.
STK33 inh	OX1R antag-1	OX1R antag-2	structure
-1.4	3	13	O=C(OC(C(=O)c1c[nH]c2ccccc12)c1ccccc1)c1cnccn1 (stereo not given)
-1.0	-11	29	CCC1CCCCN1C(=S)NC(=O)c1ccc([N+](=O)[O-])cc1 (stereo not given)
-2.0	-28	13	O=C(Nc1c(-c2ccccc2)nc2ccccn12)c1ccccc1
-1.3	106*	5	Cc1coc2cc3oc(=O)ccc3cc12
-1.7	-16	7	COc1ccc2[nH]cc(C(=O)CN3CCCC(C)C3)c2c1 (stereo not given)
0.8	-6	8	CCN(CC(=O)NCc1cccs1)C(=O)c1ccccc1F

Next structures follow:
STK33 inh	OX1R antag-1	OX1R antag-2	structure
1.3	-11	6	Cn1cccc1C(=O)NC(=O)COC(=O)C12CC3CC(CC(O)(C3)C1)C2
-1.3	-15	5	O=C(CC(=O)c1ccccc1)Nc1ccccc1
3.3	-14	45	CC(=O)NCCC(=O)Nc1sc2c(c1-c1nc3ccccc3[nH]1)CCCC2
-3.5	-31	20	Cc1ccc(Sc2ncccc2C(=O)N(C)Cc2cccs2)c(C)c1
10	-52	-2	CCOc1ccc(/C=C/C(=O)c2ccccc2)cc1
0.8	-6	32	O=C(COc1cccc2cccnc12)Nc1ccccc1
0.0	5	12	Nc1c(S(=O)(=O)c2ccccc2)c2nc3ccccc3nc2n1C1CC1
-0.8	-25	16	COc1cc(Cl)c(C)cc1NC(=O)CSc1nnc(-c2ccco2)n1CC(C)C

Remaining list, next part
STK33 inh	OX1R antag-1	OX1R antag-2	structure
-0.4	-14	14	CC(=O)N/C(=C\c1ccccc1)C(=O)OCC(=O)c1ccc(F)cc1
-1.4	9	12	O=C(COc1ccccc1)NNC(=O)COc1ccc([N+](=O)[O-])cc1
-1.6	-12	2	Cc1ccc(-c2nnc(SCC(=O)OC(C)C)n2N)cc1
-0.5	-30	3	CN(Cc1ccccc1)CC1CCCN(CCc2ccccc2F)C1 (stereo not given)
-1.2	-17	35	Cc1ccc(S(=O)(=O)NCCC(=O)Nc2ccc(Cl)c(Cl)c2)cc1
-1.5	-8	0	COc1ccc(-c2cc3c(=O)n(CC(=O)NCc4ccc(Cl)cc4)ncn3n2)cc1
0.3	-18	37	CCN(c1cccc(C)c1)S(=O)(=O)c1cccc2nsnc12
-0.2	22	57	CN(C1=C(NC(=O)c2ccc(Cl)cc2)C(=O)c2ccccc2C1=O)c1ccccc1

Remaining list, next part.
STK33 inh	OX1R antag-1	OX1R antag-2	structure
-1.2	-17	4	Cc1csc(CNc2ncnc3ccc(-c4ccc5c(c4)OCO5)cc23)c1
-0.4	-19	-1	Cc1ccccc1Nc1nc(N)nc(CN2CCN(Cc3ccc4c(c3)OCO4)CC2)n1
-0.8	-22	11	Cc1ccc(C(=O)N2CCC(C(=O)NC3CCCCCC3)CC2)cc1
-0.4	-11	1	O=C(CNC(=O)C1CCCCC1)Nc1cc(Cl)ccc1Cl
2.2	-8	17	O=c1nc(Nc2ccccc2)sc2ccc([N+](=O)[O-])cc12
-0.8	-25	16	O=C(COC(=O)c1ccc2c(c1)S(=O)(=O)N=C1CCCCCN12)NCc1cccs1
-3.0	-30	6	Cn1c(=O)n(CCc2ccccc2)c(=O)c2c1nc1n2CCCN1Cc1ccccc1
-0.3	-23	7	O=C(NNc1ccccc1)/C(=C\c1cccnc1)NC(=O)c1ccccc1

More structures follow:
STK33 inh	OX1R antag-1	OX1R antag-2	structure
-0.5	-3	22	COc1ccc(C2CC(c3ccccc3)=NN2C(=O)COC(=O)c2cccnc2)cc1 (stereo not given)
.	0	14	Cc1nnc(-c2cnn(C)c2N)n1CCCN1CCOCC1
0.1	-45	7	CCOc1ccc2[nH]c(=O)c(CN(Cc3ccc(F)cc3)C(=O)N3CCCC3)cc2c1
-1.3	-18	12	CCS(=O)(=O)N1CCC(C(=O)N2CCc3ccccc3C2)CC1
-0.5	-36	46*	CC(=O)N1CCC(N(CCCOC(C)C)S(=O)(=O)c2ccc([N+](=O)[O-])cc2)CC1
15	8	5	C#CCOCCOCCOCCNc1nc(N2CCN(C(=O)CCCCCCCCCCNC(=O)[C@H](CCCCN)n3cc(CCO)nn3)CC2)nc(N2CCN(C(=O)CCCCCCCCCCNC(=O)[C@H](CCCCN)n3cc(C[C@@H](C)CC)nn3)CC2)n1
-0.8	-19	22	Cc1c(C)c(C)c(S(=O)(=O)N2CCSCC2)c(C)c1C
0.2	-22	16	O=C(N/N=C/c1ccc(COc2ccc(Br)cc2)o1)c1ccco1
-2.1	-22	13	CC(C)c1ccc(NC(=O)CCNS(=O)(=O)c2cc(Br)cnc2N)cc1
-0.9	9	10	Cc1ccc(C(=O)Nc2ccc3c(c2)C(=O)N(CC2CCCO2)C3=O)cc1 (stereo not given)
-0.5	-9	27	COc1ccc(Cl)cc1NC(=O)COc1cccc(-n2cnnn2)c1

Screening results as filed in PubChem.
